Nrf2 inh: Nrf2 pathway inhibition. A549 ARE-Fluc reporter, luciferase luminescence, 18-24 h. 360,000 tested, 2.1% active. Potency, µM (series often up to 46 µM), without a hit: at the top dose activity change, negative = inhibition, actives largely listed as inhibitors; further: on the % scale 0 is the no-effect control and ±100 the full control effect; nearly all actives have a fitted effect of over 60% in size
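Two sequential reads on A549 ARE_Fluc cells exposed to compound for 18-24 h: a CellTiter-Fluor fluorescence read for viability, then a luciferase luminescence read for Nrf2/ARE activity.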
Nrf2 activator: Nrf2 pathway activation; 410,000 tested, 0.31% active; AREc32 ARE-luciferase reporter (MCF7-derived line), luminescence, 24 h; Potency, µM (series often up to 46.1 µM), inactives show top-dose activation, most hits filed as activators; AID 624171; further: % of control where 0% means no effect; nearly all actives have a fitted effect of over 65% in size
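ARE-driven firefly luciferase activity in AREc32 cells measured after a 24 hr compound exposure at 37 deg C, using Steady-Glo reagent and a 30 min room-temperature hold.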
TGFb SMAD3 inh: TGF-b pathway inhibition. HepG2 CAGA-GFP TGF-b/SMAD3 reporter, GFP fluorescence, 18 h; TGF-beta stimulated, 500 pg/mL final. Potency, µM (series often up to 46.1 µM), without a hit: at the top dose activity, negative = inhibition, usual class: inhibitors. 410,000 tested, 1.2% active; further: on the % scale 0 is the no-effect control and ±100 the full control effect; nearly all actives have a fitted effect of over 65% in size
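Inhibition of TGF-beta-driven CAGA-GFP reporter expression in HEPG2 cells is measured by cellular GFP fluorescence after 18 h stimulation with 500 pg/mL recombinant TGF-beta in 1% FBS medium at 37 degrees C.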
S2 tox: reduces viability in counter-screen for ATXN expression inhibitors; S2 cells (HEK-293 line with an ATXN2-luciferase reporter) viability, CellTiter-Fluor protease fluorescence, 24 h; AID 651635; Potency, µM (top dose mostly 56.7 µM), hits mostly cytotoxic; 400,000 tested, 0.49% active; further: nearly all actives have a fitted effect of over 40% in size
ATXN2 expr inh: inhibitors of ATXN2 expression; HEK-293 ATXN2-luciferase reporter, luminescence, 24 h; Potency, µM (titrated, usually from 57 µM), for inactives: at the highest dose activity change, negative = inhibition, usual class: inhibitors; 360,000 tested, 0.72% active; further: on the % scale 0 is the no-effect control and ±100 the full control effect; nearly all actives have a fitted effect of over 55% in size
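qHTS (up to 57 uM final) was run with 24 h compound exposure of reporter cells at 37 °C. Each well was multiplexed: SteadyGlo luminescence measured ATXN2-luciferase expression after a fluorogenic Gly-Phe-AFC viability readout (25 uM final).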
HepG2 viability: counter-screen for TGF-b inhibitors: cytotoxicity in HepG2 cells; HepG2 CAGA-GFP viability, ATP luminescence, 18 h; Potency, µM (doses to about 46.1 µM), inactives show top-dose activity change, negative = cytotoxicity, usual class: cytotoxic; 410,000 tested, 0.76% active; further: some results filed as inactive show a strong effect at the top dose
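CellTiter-Glo luminescence gave cytotoxicity after 18 hours at 37 degrees C. The cells were HepG2 CAGA-GFP in 1% FBS DMEM, stimulated with 500 pg/mL TGF-beta after compound addition. %Activity was normalised to no-cell wells (complete cell-killing) and DMSO (no toxicity), and curves were fitted and classified.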
MCF10A rerep: induces DNA re-replication in MCF 10a normal breast cells | AID 624296 | 350,000 tested, 2.9% active | Potency, µM (series often up to 46.1 µM), inactives show at the top dose activity, positive = re-replication, most hits filed as activators | MCF 10A DNA re-replication, Hoechst nuclear intensity, 48 h; further: % of control where 0% means no effect; nearly all actives have a fitted effect of over 50% in size
EPAC2 antagonist: blocks human EPAC2 exchange factor; Potency, µM (series often up to 114 µM), for the others: top-dose activity, negative = inhibition, hits mostly inhibitors; AID 720708; 360,000 tested, 0.18% active; Q8WZA2; EPAC2 GEF exchange of Rap1B-BODIPY-GDP, fluorescence; further: on the % scale 0 is the no-effect control and ±100 the full control effect; nearly all actives have a fitted effect of over 45% in size; many of its hits are not listed in these tables
Target sequence (Q8WZA2 whole entry, looked up): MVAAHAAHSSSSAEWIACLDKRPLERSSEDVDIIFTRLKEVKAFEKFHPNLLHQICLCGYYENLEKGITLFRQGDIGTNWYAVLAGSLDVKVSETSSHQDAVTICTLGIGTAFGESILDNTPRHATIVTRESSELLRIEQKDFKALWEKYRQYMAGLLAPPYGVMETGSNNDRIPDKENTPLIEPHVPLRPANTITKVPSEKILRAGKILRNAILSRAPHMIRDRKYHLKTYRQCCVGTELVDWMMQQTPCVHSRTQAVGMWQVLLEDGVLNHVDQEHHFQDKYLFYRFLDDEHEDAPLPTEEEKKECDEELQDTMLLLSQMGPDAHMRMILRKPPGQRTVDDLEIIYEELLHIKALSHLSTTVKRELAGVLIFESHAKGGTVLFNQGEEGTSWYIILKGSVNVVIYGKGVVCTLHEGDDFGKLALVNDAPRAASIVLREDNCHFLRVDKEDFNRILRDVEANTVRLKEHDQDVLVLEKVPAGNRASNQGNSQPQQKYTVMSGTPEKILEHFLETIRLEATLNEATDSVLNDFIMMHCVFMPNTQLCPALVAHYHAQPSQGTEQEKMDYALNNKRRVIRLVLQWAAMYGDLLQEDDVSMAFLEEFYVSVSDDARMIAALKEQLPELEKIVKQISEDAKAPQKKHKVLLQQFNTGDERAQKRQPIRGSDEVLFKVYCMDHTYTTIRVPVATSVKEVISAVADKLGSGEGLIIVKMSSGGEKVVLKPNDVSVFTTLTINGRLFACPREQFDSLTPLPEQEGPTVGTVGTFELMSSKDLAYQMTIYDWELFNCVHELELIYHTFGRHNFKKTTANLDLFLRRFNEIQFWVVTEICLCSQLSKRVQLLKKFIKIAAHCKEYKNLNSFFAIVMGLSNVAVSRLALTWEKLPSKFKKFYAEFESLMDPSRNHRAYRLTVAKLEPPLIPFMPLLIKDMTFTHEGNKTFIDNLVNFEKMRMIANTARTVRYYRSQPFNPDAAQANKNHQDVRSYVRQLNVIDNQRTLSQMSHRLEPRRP
A549 viability: A549 cytotoxicity, counter-screen for Nrf2 inhibitors; Potency, µM (series often up to 46 µM), inactives show top-dose activity change, negative = cytotoxicity, actives largely listed as inhibitors; A549 ARE-Fluc cells, CellTiter-Fluor viability, 18-24 h; 390,000 tested, 0.16% active; further: on the % scale 0 is the no-effect control and ±100 the full control effect
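A549 ARE_Fluc cells in 5% FBS OPTI-MEM were exposed to compounds in concentration-response for 18-24 h at 37 deg C. Viability was read by CellTiter-Fluor fluorescence (Ex 405/Em 525) after 30 min, before the luciferase read.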
Active calls of the source: *; i = inactive; ? = inconclusive; nt = not tested or not shown; & = joins results of further samples; ! = repeats disagree; [ ] = remark or other dose. The call rests on the fitted dose curve; in most records, active means well fitted curve in the direction sought with a large enough effect; inconclusive means small, poorly fitted or top-dose-only effect, or another doubt; inactive means no such curve, though single readings can be large; an effect the other way counts as inactive or inconclusive. Potency means the concentration at half of the fitted maximal effect.

SMILES	Nrf2 inh	Nrf2 activator	TGFb SMAD3 inh	S2 tox	ATXN2 expr inh	HepG2 viability	MCF10A rerep	EPAC2 antagonist	A549 viability
COc1cccc(NC(=S)NNC(=O)Cn2nc([N+](=O)[O-])cc2C)c1	-21.2%	-0.9%[9.22 µM]	-2.8%	i	7.9%	-4.6%	-15.5%	2.4%	5.2%
CCN(CC)S(=O)(=O)c1ccc2c(c1)nc(CN(C)C(=O)c1cccc(Cl)c1)n2C	nt	-0.4%	-21.0%	i	1.9%	-7.8%	nt	nt	-0.5%
O=C(COc1ccccc1)N(Cc1ccccc1)c1nc(-c2ccccc2)cs1	-28.7%	-0.2%	-0.5%	i	-1.6%	5.9%	?	14.9%	-6.7%
CC(=O)NNC(=O)c1cc2c3ccccc3n(C)c2s1	-2.4%	-0.3%	-11.1%	i	-14.3%	-28.4%	-2.0%	-2.9%	8.3%
O=C(C1=C(O)C(=O)N(c2ncccn2)C1c1ccc(Cl)cc1)c1ccco1 (stereo not drawn)	nt	6.3%	8.0%	?	-7.4%	-9.5%	-3.2%	6.8%	?
CCN(CC)S(=O)(=O)c1ccc2c(c1)nc(SCC(N)=O)n2-c1ccc(OC)cc1	nt	0.6%	3.3%	i	3.2%	-5.7%	1.4%	-8.8%	-2.6%
CCOc1ccc(C(C(=O)NC2CCCC2)N(CCOC)C(=O)CNC(=O)c2ccco2)cc1 (stereo not drawn)	8.2%	4.1%	0.6%	i	-5.4%	9.4%	-4.6%	6.3%	-2.3%
COc1cc(CCC(=O)N2CCN(S(=O)(=O)c3ccc(C)cc3)CC2)cc(OC)c1OC	5.5%	0.3%	7.3%	i	-12.7%	-25.8%	?	-2.9%	-1.0%
C=C(C)CSc1nnc(CCCCCNC(=O)OC(C)(C)C)o1	-9.0%	4.1%	11.0%	i	nt	-3.6%	10.8%	1.7%	2.2%
CCCCOc1ccc(C(=O)NCC(=O)NC2CCCCC2)cc1	-2.0%	-0.5%	12.6%	i	nt	-16.0%	-3.9%	3.3%	4.8%
Cc1nc([N+](=O)[O-])cn1CC(=O)Nc1ccc(F)c(Cl)c1	13.4%	-0.1%	-6.7%	i	nt	5.0%	-4.1%	14.1%	2.2%
COc1ccc(NC(=O)CSc2cc(C)ccc2C)cn1	-29.1%	0.0%	0.1%	i	-14.0%	-23.9%	1.3%	-9.9%	10.7%
CC1=C(C(=O)Nc2ccc(C)c(C)c2)C2(CCCCCC2)OC1=O	?	2.5%	0.0%	nt	nt	-26.8%	nt	nt	7.8%
Cc1ccc(N2CC(NC(=O)C3CCCCC3)CC2=O)cc1 (stereo not drawn)	nt	0.2%	-7.3%	nt	nt	-16.9%	nt	nt	4.3%
COc1ccc(OC(F)(F)F)cc1CC1(C)C(=O)Nc2ccc(S(=O)(=O)NC3CCCCC3)cc21 (stereo not drawn)	nt	-0.7%[9.22 µM]	?	?	?	-67.3%	nt	?	nt
Cc1ccc(CCN2CC(C(=O)NC3CCC(C)CC3)CC2=O)cc1 (stereo not drawn)	nt	-1.0%	-13.9%	i	nt	1.7%	nt	1.7%	nt
CCC(=O)Nc1ccc(N2CCN(S(C)(=O)=O)CC2)cc1	-2.7%	-0.8%	6.5%	i	7.2%	22.9%	0.8%	18.6%	-8.7%
CCc1ccc(C2=NN(CCC(=O)NC3CCCCCC3)C(=O)CC2)cc1	-13.8%	3.0%	?	?	nt	-17.8%	-2.2%	-15.0%	-7.0%
O=C(c1cc2ccccc2o1)N1CCN(c2ccccc2Cl)CC1	?	0.3%	-20.1%	i	-6.3%	-7.8%	?	-4.3%	-10.5%
CCC/C(O)=C1\C(=O)CCCC1=NCCc1c(C)[nH]c2ccc(OC)cc12	?	0.0%	-1.2%	i	-10.0%	-0.8%	7.9%	-11.8%	0.2%
O=C(COCc1cc(-c2cccs2)on1)NCc1ccccc1Cl	11.1%	11.7%	-19.2%	nt	nt	-23.7%	nt	nt	9.3%
CCOC(=O)c1c(NC(=S)Nc2ccccc2)sc2c1CCN(C)C2	10.4%	0.4%	3.3%	?	0.9%	-4.1%	-2.5%	4.7%	1.4%
C[C@@]12C(C[C@H](O)[C@@]34C[C@@H](CCC13)[C@@H](CO)C4=O)[C@](C)(C(=O)O)CC[C@@H]2O (stereo partly drawn)	nt	?	-17.2%	i	-16.8%	-0.3%	nt	5.0%	nt
CCCNc1ncnc2sc(C)c(C)c12	?	-0.5%	-0.4%	i	-25.6%	-4.5%	?	6.3%	-10.0%
O=C(NCCOc1ccccc1)c1ccccc1NC(=O)C1CCCO1 (stereo not drawn)	?	4.8%	14.3%	i	3.8%	-0.7%	14.9%	5.9%	1.2%
CCOC(=O)CCC(NC(=O)CCCC(=O)NC(CCC(=O)OCC)C(=O)OCC)C(=O)OCC (stereo not drawn)	5.6%	-0.4%	-10.1%	i	-8.4%	3.1%	?	-4.9%	-2.8%
CN(C)C1=NC[C@H](Cc2ccccc2)N1CCc1cccc(F)c1	6.9%	0.3%	10.0%	i	-4.4%	-0.5%	20.9%	-4.2%	-7.7%
O=C1CN(C(=O)COC(=O)c2ccc(Cl)cc2)c2ccccc2N1	1.3%	-0.1%	?	?	1.4%	1.4%	0.3%	7.1%	-3.0%
CSc1ccccc1NC(=O)c1ccco1	-5.1%	0.2%	21.1%	i	17.1%	-1.7%	12.2%	13.4%	-18.4%
O=C(O)C[C@H]1c2cc(C(F)(F)F)ccc2S(=O)(=O)N1C1CCCC1	4.2%	-1.0%	-0.4%&-0.2%	i	-2.3%	-5.4%&6.4%	5.2%	-6.2%	0.1%
CCOc1cc2[nH]c(=O)n(CCCN3CCN(c4ccc(OC)cc4)CC3)c(=O)c2cc1OCC	-4.3%	-0.1%	26.1%	i	2.7%	6.1%	23.0%	-7.0%	-7.4%
COc1ccc(CNC(=O)c2[nH]c(C)c(C(C)=O)c2C)cc1	3.9%	4.0%	8.2%	i	2.5%	0.3%	13.2%	-3.4%	-3.7%
CCCCOc1ccc(CNC(=O)CN2CCSc3ccccc32)cc1	nt	3.3%	?	?	-4.8%	-31.2%	nt	nt	-1.1%
O=C(COC(=O)Cc1ccc(S(=O)(=O)N2CCOCC2)s1)Nc1ccc(F)cc1F	12.3%	-0.5%	?	?	-4.5%	-2.6%	-1.4%	-0.3%	-2.6%
CCN(CC)CCn1c2c(c(SCC(=O)Nc3cc(C)ccc3C)nc1=O)CCC2	10.4%	-0.2%	?	i	4.0%	-35.6%	-1.2%	2.4%	-1.2%
Clc1cccc(N2CCN(c3nnnn3-c3ccccc3)CC2)c1	-2.5%	-0.1%	-17.8%	i	-14.2%	1.5%	28.6%	-11.1%	3.7%
Cc1ccc2nc(-c3ccc(NC(=O)COc4ccc(Br)cc4Br)cc3)sc2c1	?	2.7%	-43.0%	nt	nt	-26.3%	nt	nt	0.9%
O=C(COC(=O)/C=C/c1ccc([N+](=O)[O-])cc1)NCc1ccccc1	0.6%	0.1%	-17.1%	i	-3.3%	-5.4%	2.6%	-7.2%	11.4%
CCOC(=O)c1ccc(NC(=O)c2nc(S(=O)(=O)Cc3ccccc3)ncc2Cl)cc1	?	3.16µM*	3.55µM*	20µM*	?	6.31µM*!	2.91µM*	-11.4%	?
NC(N)=NS(=O)(=O)c1ccc(NC(=S)NC(=O)/C=C/c2cccs2)cc1	3.3%	0.4%	-13.4%	i	-27.2%	-12.2%	2.0%	-5.6%	-1.4%
CC(C)(C)C(=O)Nc1cccc(C(=O)OCc2cc(=O)n3nc(C4CC4)sc3n2)c1	nt	4.4%	-1.7%	?	7.9%	1.5%	nt	nt	-10.0%
Cc1ccc(C)c(-c2nnc(NC(=O)c3ccc([N+](=O)[O-])o3)o2)c1	-8.0%	3.55µM*	-30.0%	?	?	-31.9%	?	27.5%	-25.4%
O=C(c1ccc(F)cc1)N1CCCCC(Sc2nnnn2-c2ccccc2)C1=O (stereo not drawn)	nt	-0.2%	-4.0%	i	3.5%	2.5%	17.5%	-20.0%	5.7%
C=CCOc1ccc(CNc2ccc(NC(=O)CC(C)C)cc2)cc1OC	-3.1%	-0.1%	-1.0%	i	7.4%	10.1%	-0.2%	-1.6%	2.3%
CC1=NN(C(N)=S)C(=O)C1N=Nc1ccccc1C (stereo not drawn)	?	9.8%	-4.0%	i	2.7%	-11.0%	1.6%	19.3%	-5.2%
COc1cc(/C=C2/C(=N)N3C(=NC2=O)SN=C3S(C)(=O)=O)ccc1OC(=O)c1ccco1	-19.1%	4.9%	57.1%[activator]	i	nt	-16.1%	2.8%	?	?

For convenience, some entries already given:
SMILES	Nrf2 inh	Nrf2 activator	TGFb SMAD3 inh	S2 tox	ATXN2 expr inh	HepG2 viability	MCF10A rerep	EPAC2 antagonist	A549 viability
COc1ccc(CNC(=O)c2[nH]c(C)c(C(C)=O)c2C)cc1	3.9%	4.0%	8.2%	i	2.5%	0.3%	13.2%	-3.4%	-3.7%
CCCCOc1ccc(CNC(=O)CN2CCSc3ccccc32)cc1	nt	3.3%	?	?	-4.8%	-31.2%	nt	nt	-1.1%
O=C(COC(=O)Cc1ccc(S(=O)(=O)N2CCOCC2)s1)Nc1ccc(F)cc1F	12.3%	-0.5%	?	?	-4.5%	-2.6%	-1.4%	-0.3%	-2.6%
CCN(CC)CCn1c2c(c(SCC(=O)Nc3cc(C)ccc3C)nc1=O)CCC2	10.4%	-0.2%	?	i	4.0%	-35.6%	-1.2%	2.4%	-1.2%
Clc1cccc(N2CCN(c3nnnn3-c3ccccc3)CC2)c1	-2.5%	-0.1%	-17.8%	i	-14.2%	1.5%	28.6%	-11.1%	3.7%
Cc1ccc2nc(-c3ccc(NC(=O)COc4ccc(Br)cc4Br)cc3)sc2c1	?	2.7%	-43.0%	nt	nt	-26.3%	nt	nt	0.9%

Source: PubChem

Only part of the results is shown, so the mix of outcomes need not match the whole.
